Screening results from PubChem.
Rev-RRE block: inhibitors of HIV-1 Rev-RRE RNA interaction; P05866; Rev peptide-RRE RNA binding, FRET; inhibition, % at 8 µM; hit rate 0.79% among 97,000; AID 704;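 active = inhibition above the screen-wide mean plus 3 SD, cut at about 35% in these data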;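 also: 0% = median DMSO wells and 100% = median Neomycin B control wells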
Target sequence (P05866 whole entry, looked up): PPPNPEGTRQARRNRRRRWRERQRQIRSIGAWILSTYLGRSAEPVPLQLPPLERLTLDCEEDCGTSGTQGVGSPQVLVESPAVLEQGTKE
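Test system: labelled RRE RNA duplex and labelled Rev peptide. Times: 5 min compound–RNA preincubation, then 15 min with peptide, 25 °C. Doses: single-dose 8 µM. Measured by: FRET, excitation 480 nm, emission 540 nm donor and 671 nm acceptor. Measure: % inhibition of FRET ratio versus controls.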
Plk1 PBD FP: inhibitors of human Plk1 polo box domain binding. AID 693. hit rate 0.13% among 97,000. Plk1 PBD phosphopeptide binding, fluorescence polarization. P53350. inhibition, %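 (tested at about 20 µM)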; in the data active = inhibition above about 34%, passing the limit was not always enough
Candida biofilm: kills Candida albicans biofilms. C. albicans biofilm + clotrimazole, Alamar Blue. hit rate 0.14% among 85,000. AID 834. inhibition, % at 6 µM;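 active = inhibition above 20%; inactive = inhibition below 20%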;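 also: preformed 24 hr biofilms exposed to compound for 48 hr; 0% = biofilm without compound and 100% = blank killed by clotrimazole plus chlorhexidine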
LYP act: activators of human LYP (PTPN22) phosphatase. activation, % at 2 µM. hit rate 0.11% among 96,000. recombinant LYP, DiFMUP fluorescence; 0 = plate median, 100 = signal doubled;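 active = activation at 2 µM above a set limit, the mean plus 5 SD, cut at about 37% in these data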
PLK1 inh: inhibitors of human PLK1 kinase | hit rate 0.53% among 97,000 | inhibition, % at 10 µM | recombinant PLK1 kinase, TR-FRET peptide phosphorylation | P53350;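 active = inhibition of 50% or more in the single-concentration screen; inactive = inhibition below 50%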;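 also: 0% = DMSO max control and 100% = H-89 dihydrochloride min control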
CYP2C9 inhib: inhibitors of human CYP2C9; CYP2C9 Supersomes, luciferin-H conversion, luminescence; hit rate 20% among 96,000; AID 777; inhibition, % at 5 µM;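 active = blocking of liver enzyme CYP2C9 beyond about 50% at 5 µM, limit read from the data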; also: values of inactives mirror those of a sister screen read the other way
CYP2C9 act: increases human cytochrome P450 2C9 activity. P11712. recombinant CYP2C9, luciferin-H conversion, luminescence; stronger effect = higher value; factor 1 = untreated enzyme, 0 = blocked. activation factor at 5 µM. hit rate 1.4% among 96,000;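 active = activation factor of 2 or more for CYP2C9 at a 5 µM dose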;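 also: 0 = sulfaphenazole-blocked wells and 1 = vehicle-only wells; values of inactives mirror those of a sister screen read the other way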
PTPN22 inh 2: inhibitors of human LYP (PTPN22) phosphatase; Q9Y2R2; hit rate 0.21% among 96,000; recombinant LYP catalytic domain, DiFMUP fluorescence; inhibition, % at 2 µM;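 active = inhibition at 2 µM at or above a set limit, the screen mean plus 3 SD, cut at about 24% in these data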;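 also: 0% = DMSO with enzyme and 100% = enzyme fully blocked by orthovanadate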
EphB4 ephrin blk: antagonists of human EphB4-ephrin-B2 interaction. EphB4 LBD / TNYL-RAW-Alexa532 peptide, fluorescence polarization. inhibition, % at 7 µM. hit rate 0.15% among 97,000;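 active = inhibition above the screen-wide mean inhibition plus 3 SD, cut at about 15% in these data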;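 also: 0% = DMSO wells and 100% = excess unlabeled TNYL-RAW peptide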
Target sequence (P54760 whole entry, looked up, the tested form may be a part): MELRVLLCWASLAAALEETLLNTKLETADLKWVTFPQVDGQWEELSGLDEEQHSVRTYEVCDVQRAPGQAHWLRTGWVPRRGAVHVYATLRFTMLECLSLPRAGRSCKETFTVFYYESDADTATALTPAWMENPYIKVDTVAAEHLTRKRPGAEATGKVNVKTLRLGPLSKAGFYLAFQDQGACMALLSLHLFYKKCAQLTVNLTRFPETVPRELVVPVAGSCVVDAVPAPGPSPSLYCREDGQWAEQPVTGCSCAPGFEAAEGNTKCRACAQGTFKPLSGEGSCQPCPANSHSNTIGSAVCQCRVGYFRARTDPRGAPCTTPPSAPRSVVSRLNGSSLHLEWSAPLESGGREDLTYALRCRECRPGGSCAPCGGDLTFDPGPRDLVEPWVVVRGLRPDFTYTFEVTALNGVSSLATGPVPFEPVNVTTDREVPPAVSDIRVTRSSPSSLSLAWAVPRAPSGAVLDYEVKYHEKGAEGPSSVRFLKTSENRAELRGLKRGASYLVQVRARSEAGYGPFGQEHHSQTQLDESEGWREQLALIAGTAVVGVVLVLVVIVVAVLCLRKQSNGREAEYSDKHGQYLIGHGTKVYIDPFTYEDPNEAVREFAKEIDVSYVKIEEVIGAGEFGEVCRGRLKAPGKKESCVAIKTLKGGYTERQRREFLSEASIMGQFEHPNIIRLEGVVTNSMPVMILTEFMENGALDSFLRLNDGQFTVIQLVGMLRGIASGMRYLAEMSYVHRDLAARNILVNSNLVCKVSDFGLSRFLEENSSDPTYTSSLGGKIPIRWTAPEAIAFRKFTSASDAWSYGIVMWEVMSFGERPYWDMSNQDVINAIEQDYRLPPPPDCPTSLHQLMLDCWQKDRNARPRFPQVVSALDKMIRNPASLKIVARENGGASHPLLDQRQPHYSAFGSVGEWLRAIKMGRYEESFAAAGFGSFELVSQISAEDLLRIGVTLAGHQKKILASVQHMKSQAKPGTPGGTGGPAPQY
* marks the source's active call; other numbers are inactive results; nt = not tested or not shown; [ ] = dose if it differs, or a comment. An unsorted share of the library, and some 20% of all compounds hit somewhere here.

SMILES	Rev-RRE block	Plk1 PBD FP	Candida biofilm	LYP act	PLK1 inh	CYP2C9 inhib	CYP2C9 act	PTPN22 inh 2	EphB4 ephrin blk
Cc1cccc2nc(=S)n(C(=O)c3ccco3)n12	3	2	5	6	-7	76*	0.2	-8	-9
Cc1cccnc1NC1OC(=O)c2ccccc21 (stereo not drawn)	4	6	5	4	9	-3	1	-3	8
CC(Sc1nnc(Cc2ccc([N+](=O)[O-])cc2)o1)C(N)=O (stereo not drawn)	3	5	nt	-2	-4	-2	1	6	8
CCOCCCn1c(=N)c(C(=O)NCc2ccc3c(c2)OCO3)cc2c(=O)n3ccccc3nc21	12	17	8	-3	1	13	0.9	1	-6
O=C(CN1C(=O)c2ccccc2S1(=O)=O)NCc1ccc2c(c1)OCO2	3	-6	8	3	-10	nt	nt	-3	2
Cn1c(CNc2ccccn2)c(C#N)c2ccccc21	12	2	6	-6	-2	11	0.9	5	1
Cc1cc(C)nc(N(C#N)Cc2ccccc2)n1	5	3	5	-4	-9	-103	2*	4	-4
COCCOC(=O)C1=C(C)N=C2SCCC(=O)N2C1/C=C/c1ccccc1 (stereo not drawn)	10	-18	1	7	-9	93*	0.1	-8	0
Cc1nnc(NC(=O)CSc2nnc(Cc3ccccc3)n2Cc2ccccc2)s1	3	9	0	-7	-9	26	0.7	6	-8
CCCCSc1nc2c(cnn2-c2ccc(Cl)cc2)c(=O)[nH]1	9	-2	5	-8	-3	29	0.7	5	3
Cc1cc(-n2nc(C)cc2C)nc(NS(=O)(=O)c2ccccc2Cl)n1	8	11	-1	-5	-9	52*	0.5	7	4
COc1ccc(CNC(=O)c2c(N)n(CCCN3CCOCC3)c3nc4ccccc4nc23)cc1	9	-3	5	-7	4	13	0.9	7	4
O=C(c1ccc(F)cc1)C1CCN(C(=O)N2CCOCC2)CC1	5	16	3	-6	-8	-25	1.3	4	-1
CCCN1CCC(NC(=O)Nc2ccc(F)cc2F)CC1	1	-18	4	-4	-18	-6	1.1	5	-7
c1coc(CN(Cc2cccs2)Cc2nnnn2C2CCCCC2)c1	8	-2	5	4	-11	nt	nt	0	6
c1ccc(-c2nnc(CN3CCCc4ccccc43)o2)cc1	84*[fluorescence artefact?]	19	-3	-12	-9	76*	0.2	10	-8
Cc1onc(-c2ccccc2)c1C(=O)Nc1ccon1	3	21	1	7	-2	-6	1.1	-8	-2
COc1ccc2c(CN(C)c3ccccc3)cc(=O)oc2c1	6	21	9	8	-10	36	0.6	-11	-6
Cc1csc(NC(=O)CSc2nnc(Cn3c(=O)sc4ccccc43)n2-c2ccccc2)n1	3	-7	13	-1	-10	61*	0.4	1	-7
O=C(CSc1ccccc1)N1CCN(c2ccccc2)CC1	9	-3	0	21	-4	nt	nt	-26	6
COc1ccc(NC(=O)Cn2c(=O)sc3ccccc32)cc1	-5	10	1	-4	4	17	0.8	6	3
COc1ccc(-n2cnnc2SCC(=O)NC2CCS(=O)(=O)C2)cc1 (stereo not drawn)	9	10	4	-9	-17	-23	1.2	9	3
CC(Nc1nc(N2CCCC2)nc2ccccc12)c1ccccc1 (stereo not drawn)	3	-6	8	2	-7	12	0.9	-5	10
CCN(CC)C(=O)CSc1ncnc2c(-c3cccs3)nsc12	21	-13	10	-5	-11	45	0.6	6	-2
COC(=O)c1[nH]c2ccccc2c1NC(=O)CN1CCC(C(N)=O)(N2CCCCC2)CC1	9	-4	3	-1	-2	49	0.5	-1	4
CCCCOc1c(Br)cc(/C=C2\N=C(C)OC2=O)cc1OCC	-4	6	nt	30	-11	15	0.8	-26	-5
CC1(C)N=C(c2ccc(Cl)cc2Cl)C(=O)N1	4	6	7	4	-7	46	0.5	-5	-1
Cc1nn(-c2ccccc2)c2c1C(=O)N(c1ccccc1)C(=O)C(C)(C)C2	0	-27	6	9	-10	-3	1	-12	-9
COc1ccc(C(C(=O)NC(C)(C)C)N(Cc2ccco2)C(=O)CCC(=O)Nc2cc(C)on2)cc1 (stereo not drawn)	1	27	-2	9	-13	69*	0.3	-12	-9
Cc1cc(C(=O)NNC(=S)NCc2ccco2)n(C)n1	6	25	6	-3	-8	nt	nt	3	-7
COCCCNC(=O)c1ccc2c(c1)OCO2	8	11	8	-1	-9	2	1	4	8
CCCOC(=O)c1ccc2c(c1)C(=O)N(c1ccccc1)C2=O	2	-4	5	-8	3	15	0.9	6	2
O=C1N/C(=C\c2ccc(O)cc2)C(=O)c2ccccc21	69*	13	nt	2	-14	8	0.9	0	5
O=C(CN1CCC(n2nnc3ccccc32)CC1)Nc1ccc2c(c1)CCC2	13	-18	7	-17	-9	62*	0.4	14	0
CCOC(=O)Cn1c(=O)oc2cc(S(=O)(=O)NCc3ccccn3)ccc21	9	6	1	7	-7	26	0.7	-8	-4
CCOC(=O)NC(c1cccc(Cl)c1)C1CCCCCC1=O (stereo not drawn)	9	-14	4	2	-9	56*	0.4	-2	-8
O=Cc1ccc(OC(=O)C2CC(=O)N(c3ccc(F)cc3)C2)cc1 (stereo not drawn)	-3	-12	4	2	-9	-1	1	2	-1
COC(=O)c1ccc(/C=N\n2c(C)nnc2C)cc1	9	14	3	3	-19	-3	1	-6	8
CCN(CC)S(=O)(=O)c1ccc2oc(Nc3ccc4c(c3)OCCO4)nc2c1	0	2	0	-6	-3	30	0.7	5	5
CCOC(=O)N1CCN(C(=O)CSc2nc3c([nH]c4ccccc43)c(=O)n2C)CC1	7	-4	9	0	3	nt	nt	-2	5
COc1cc(CN2CCC(C(=O)N3CCN(c4ccccc4F)CC3)CC2)cc(OC)c1O	9	-18	-6	1	-10	70*	0.3	-2	5
CCCCOc1ccc(C(=O)CCNC(C(=O)O)C(C)CC)cc1 (stereo not drawn)	2	-12	10	15	-1	nt	nt	-12	5
CS(=O)(=O)c1ccccc1-c1nc(-c2cc(C(F)(F)F)cc(C(F)(F)F)c2)no1	12	2	nt	-9	3	5	1	11	2
COC(=O)[C@@H](NC(=O)NCc1ccco1)C(C)C	3	-25	4	-4	-11	-8	1.1	2	1
CCN(Cc1ccccc1)C(c1cc2cc(C)ccc2[nH]c1=O)c1nnnn1CCOC (stereo not drawn)	0	14	5	-11	-5	45	0.6	11	-13
c1ccc(Sc2ncnc3c2oc2ccccc23)nc1	-2	-5	1	-4	-11	-2	1	1	-2
Cc1cc(-c2cc(-c3ccc(Cl)cc3)nc(N)c2C#N)co1	26	8	-3	-9	-3	69*	0.3	7	-3
Cc1ccc(C(=O)CC(C(=O)O)c2cn(CCC#N)c3ccccc23)cc1 (stereo not drawn)	-1	7	13	4	-15	40	0.6	-7	-8
CCOC(=O)c1c(C)n(C)c2ccc(OC(C)=O)cc12	-3	-23	8	-1	-9	nt	nt	-4	4
C=CCNC(=O)C(C)N1C(=O)c2ccccc2C1=O (stereo not drawn)	0	-9	0	13	1	6	0.9	-9	5
O=C(NN1C(=O)c2ccccc2C1=O)C1CCCCC1	8	27	nt	7	-4	5	1	-2	1
COc1ccc(-c2nn(CCC(=O)O)cc2CCC(=O)O)cc1	8	-7	4	-5	-11	-13	1.1	5	-3
CC(C)C(CCN1C(=O)c2ccccc2C1=O)c1ccco1 (stereo not drawn)	8	-15	0	-9	-4	22	0.8	8	3
Cc1ccc(C)c(NC2=NS(=O)(=O)c3ccccc32)c1	1	-12	3	10	-11	7	0.9	-10	-2
CCNC(=O)COc1ccc(S(=O)(=O)Nc2ccccc2)cc1	-2	9	5	-5	-8	62*	0.4	4	-5
O=S(=O)(c1cccc2cccnc12)N1CCOCC1	1	-4	-9	4	-9	-301	4*	-8	6
COc1cc(OC)cc(C(=O)N2CCN(C(=O)c3cccc(F)c3)CC2)c1	5	7	4	-4	-1	2	1	3	2
CC(C(=O)NC1CCCC1)N(C(=O)c1snc(C(N)=O)c1N)c1ccc2c(c1)OCCO2 (stereo not drawn)	6	4	6	3	-8	50*	0.5	-4	3
O=c1c2ccccc2nc(SCc2ccccc2)n1Cc1ccco1	12	2	2	0	0	37	0.6	-3	8
O=C(c1ccco1)N1CCN(C(=O)c2cc3c(=O)oc4ccccc4c3s2)CC1	-2	-18	5	-3	-2	61*	0.4	1	-12

(cont.)
SMILES	Rev-RRE block	Plk1 PBD FP	Candida biofilm	LYP act	PLK1 inh	CYP2C9 inhib	CYP2C9 act	PTPN22 inh 2	EphB4 ephrin blk
CCCCCC(=O)Nc1nc(C)c(-c2csc(Nc3ccc(Cl)cc3)n2)s1	2	-14	nt	1	-12	32	0.7	2	2
Cc1nnc(C)n1/N=C/c1ccccc1	5	-25	0	3	-6	1	1	-1	-1
O=c1cc(-c2ccccc2)[nH][nH]1	2	12	5	0	-11	nt	nt	0	1
CS(=O)(=O)N1CCC(C(=O)Nc2cc(C(F)(F)F)ccc2Cl)CC1	-1	15	9	3	-16	-84	1.8	1	1
O=C(O)CCN1CCOCC1	9	8	-3	-9	-4	-10	1.1	7	1
CCOc1cccc2cc(C(=O)N3CCc4ccccc4C3)c(=O)oc12	0	11	6	-4	-12	-146	2.5*	1	-1
O=C(Cc1ccc(F)cc1)Nc1c2c(nn1-c1cccc(Cl)c1)CS(=O)C2 (stereo not drawn)	2	-14	1	-1	-10	38	0.6	1	3
O=C(CN(c1ccc(Cl)c(C(F)(F)F)c1)S(=O)(=O)c1ccccc1)N/N=C/c1cccc2c1OCCO2	5	-9	nt	-2	-10	60*	0.4	4	-3
O=C1CC(Nc2ccccc2)C(=O)N1c1ccc(N2CCOCC2)cc1 (stereo not drawn)	4	-8	8	12	-11	-20	1.2	-13	3
CC1Cc2cc(C(=O)O)ccc2O1 (stereo not drawn)	2	-2	0	2	0	-4	1	-6	-9
COC(=O)C1C(=O)c2c([nH]c(C(=O)OCCSC)c2C)CC1C (stereo not drawn)	3	-13	12	4	-5	33	0.7	-6	0
COc1ccc(OC)c(-n2nnnc2SCC(=O)Nc2cc(C)ccc2OC)c1	9	-6	4	3	-8	nt	nt	-2	2
COc1ccc(CCNC(=O)C2CCN(S(=O)(=O)c3cccc4nonc34)CC2)cc1OC	5	-7	6	5	-13	18	0.8	-2	-17
CCn1c(C)c(CCC(=O)O)c(=O)n2nc(-c3ccccc3OC)cc12	5	4	8	-11	-7	31	0.7	7	1
COc1cc2ccccc2c2c1CCCC2=O	2	14	nt	0	-10	-38	1.4	0	-8
O=C1OCCC1Sc1nc2cc(Cl)ccc2n1Cc1ccccc1 (stereo not drawn)	7	-22	3	0	1	48	0.5	-2	-3
O=C(Nc1ccc2c(c1)OCO2)N1CCN(S(=O)(=O)c2ccc(Cl)cc2)CC1	8	-12	2	-2	-8	-12	1.1	1	-5

Single records, as listed above. Order of values: Rev-RRE block	Plk1 PBD FP	Candida biofilm	LYP act	PLK1 inh	CYP2C9 inhib	CYP2C9 act	PTPN22 inh 2	EphB4 ephrin blk
CC(C)C(CCN1C(=O)c2ccccc2C1=O)c1ccco1 (stereo not drawn) in the list: 8	-15	0	-9	-4	22	0.8	8	3
Cc1cccnc1NC1OC(=O)c2ccccc21 (stereo not drawn) in the list: 4	6	5	4	9	-3	1	-3	8
O=C1CC(Nc2ccccc2)C(=O)N1c1ccc(N2CCOCC2)cc1 (stereo not drawn) in the list: 4	-8	8	12	-11	-20	1.2	-13	3
CCCOC(=O)c1ccc2c(c1)C(=O)N(c1ccccc1)C2=O in the list: 2	-4	5	-8	3	15	0.9	6	2
CS(=O)(=O)c1ccccc1-c1nc(-c2cc(C(F)(F)F)cc(C(F)(F)F)c2)no1 in the list: 12	2	nt	-9	3	5	1	11	2
